T cell modulator – modulators of CD8 T cell-vesicle binding, primary screen, mouse 2C CD8+ T cells, flow cytometry; 2C CD8+ T cell-vesicle binding; active compounds read low; calls only at 7 µM; 0.068% of 330,000 active; AID 2052, 2009;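 active means response, share of CD8 T cells binding vesicles, and their 90th percentile fluorescence all below set limits, cut at about 80% in these data, passing the limit was not always enough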
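Also added: QL9-peptide-loaded Drosophila micro-vesicles bearing Ld, ICAM-1 and B7-1; Test system: purified 2C TCR transgenic mouse naive CD8+ T cells; Measured by: cytometric PE anti-B7-1 and Alexa647 anti-CD8 signals after 1% paraformaldehyde fixation; Timing: binding step 1.5 h, 37 °C, antibody labelling 20 min, ice.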
Hep lipid drop – inhibitors of hepatocyte lipid droplet formation, primary screen, imaging, high-throughput imaging, BODIPY stain; AML12 mouse hepatocytes, oleate lipid droplets; inhibition, % at 6.5 µM; 0.4% of 240,000 active; AID 1656, 2009;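 active means lipid droplet intensity inhibited by at least 50%, with more than 500 cells counted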
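Assay system: AML12 hepatocytes (mouse) / Also added: 100 µM oleic acid challenge / Times: overnight treatment with compound plus oleate / Detection: high-content imaging of BODIPY-stained droplets and DAPI nuclei / Evaluation: % inhibition of lipid droplet signal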
Hep lipid drop cells 6.5 µM – further read-out of Hep lipid drop, marked with its call; cell count; measured here: cell count, cytotoxicity flag;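 cells counted across two imaged fields per well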
T cell modulator vesicle-bound % – second read-out of T cell modulator, no call of its own (marks repeat the call); double positive events, %; measured here: CD8+ vesicle-bound cell fraction;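 binding gate set so that unloaded-vesicle control wells show 10% double positive cells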
An asterisk follows results filed as active; i = inactive; . = not tested or not shown.

Sample of the layout, 19 compounds:
SMILES	T cell modulator	T cell modulator vesicle-bound %	Hep lipid drop	others
CN1CCN(C(=O)CCCN2C(=O)/C(=C/c3cccc(Br)c3)SC2=S)CC1	.	.	-26	Hep lipid drop cells 6.5 µM=743
Nc1nonc1-n1nnc(C(=O)N/N=C/c2ccccn2)c1-c1ccccc1	.	.	-12	Hep lipid drop cells 6.5 µM=841
O=C(COc1ccc(S(=O)(=O)NCc2ccccc2)cc1)NCc1cccnc1	.	.	-12	Hep lipid drop cells 6.5 µM=740
CC(C)CN1C(=O)c2ccc(C(=O)Nc3ccc(O)cc3C(=O)O)cc2C1=O	.	.	2	Hep lipid drop cells 6.5 µM=852
CCOc1ccc(NC(=S)NC(=O)c2cnn(CC)c2)c([N+](=O)[O-])c1	.	.	-2	Hep lipid drop cells 6.5 µM=831
COCCN(C(=O)COC(=O)c1cccnc1SC)c1c(N)n(Cc2ccccc2)c(=O)[nH]c1=O	i	26	.
CN(C)C(=O)c1ccc(NC(=O)COC(=O)C2CCN(S(=O)(=O)c3ccc4c(c3)OCCO4)CC2)cc1	i	55	.
COCCN(C(=O)COC(=O)CCOc1cccc(C)c1)c1c(N)n(Cc2ccccc2)c(=O)[nH]c1=O	i	34	.
Cc1ccc(C)c(OCCC(=O)OCC(=O)NC(=O)NCc2ccccc2)c1	i	42	.
N#Cc1ccc(Oc2ccc(S(=O)(=O)N3CCCCC3)cn2)cc1	i	34	.
COc1ccc(N2CCN(C(=O)COC(=O)/C=C/c3ccc(OC(F)F)cc3)CC2)cc1	i	38	.
O=C(OC1CCOC1=O)C1CCN(S(=O)(=O)c2c(Cl)cccc2Cl)CC1 (centres undefined)	i	58	.
CCOC(=O)CN1C(=O)N[C@@H](CCc2ccccc2)C(C(C)=O)=C1C	i	22	.
Cc1cc(C)n(CCCNC(=O)CN(C)S(=O)(=O)c2ccc(Cl)cc2)n1	i	40	.
COC/C=C/C1=CC2=CC(=O)C(C)(OC(=O)c3cnc4ccccc4n3)C(=O)C2=CN1CCc1ccccn1 (centres undefined)	i	37	.
O=C1C=C(N2CCCCC2)c2ccccc2C1=O	i	36	.
O=C(Nc1cc(Cl)ccc1-n1cncn1)c1ccc([N+](=O)[O-])o1	i	44	.
CCOC(=O)N1C2=NC(C(=O)OC)=C(C(=O)OC)[C@@H]3N(Cc4ccccc4)c4ccccc4[C@]23C[C@H]1C(=O)OC	i	35	.
Cc1ccc(COc2ccc(-c3nnco3)cc2)cc1	i	39	.

The list itself, previewed entries included:
SMILES	T cell modulator	T cell modulator vesicle-bound %	Hep lipid drop	others
CN1CCN(C(=O)CCCN2C(=O)/C(=C/c3cccc(Br)c3)SC2=S)CC1	.	.	-26	Hep lipid drop cells 6.5 µM=743
Nc1nonc1-n1nnc(C(=O)N/N=C/c2ccccn2)c1-c1ccccc1	.	.	-12	Hep lipid drop cells 6.5 µM=841
O=C(COc1ccc(S(=O)(=O)NCc2ccccc2)cc1)NCc1cccnc1	.	.	-12	Hep lipid drop cells 6.5 µM=740
CC(C)CN1C(=O)c2ccc(C(=O)Nc3ccc(O)cc3C(=O)O)cc2C1=O	.	.	2	Hep lipid drop cells 6.5 µM=852
CCOc1ccc(NC(=S)NC(=O)c2cnn(CC)c2)c([N+](=O)[O-])c1	.	.	-2	Hep lipid drop cells 6.5 µM=831
COCCN(C(=O)COC(=O)c1cccnc1SC)c1c(N)n(Cc2ccccc2)c(=O)[nH]c1=O	i	26	.
CN(C)C(=O)c1ccc(NC(=O)COC(=O)C2CCN(S(=O)(=O)c3ccc4c(c3)OCCO4)CC2)cc1	i	55	.
COCCN(C(=O)COC(=O)CCOc1cccc(C)c1)c1c(N)n(Cc2ccccc2)c(=O)[nH]c1=O	i	34	.
Cc1ccc(C)c(OCCC(=O)OCC(=O)NC(=O)NCc2ccccc2)c1	i	42	.
N#Cc1ccc(Oc2ccc(S(=O)(=O)N3CCCCC3)cn2)cc1	i	34	.
COc1ccc(N2CCN(C(=O)COC(=O)/C=C/c3ccc(OC(F)F)cc3)CC2)cc1	i	38	.
O=C(OC1CCOC1=O)C1CCN(S(=O)(=O)c2c(Cl)cccc2Cl)CC1 (centres undefined)	i	58	.
CCOC(=O)CN1C(=O)N[C@@H](CCc2ccccc2)C(C(C)=O)=C1C	i	22	.
Cc1cc(C)n(CCCNC(=O)CN(C)S(=O)(=O)c2ccc(Cl)cc2)n1	i	40	.
COC/C=C/C1=CC2=CC(=O)C(C)(OC(=O)c3cnc4ccccc4n3)C(=O)C2=CN1CCc1ccccn1 (centres undefined)	i	37	.
O=C1C=C(N2CCCCC2)c2ccccc2C1=O	i	36	.
O=C(Nc1cc(Cl)ccc1-n1cncn1)c1ccc([N+](=O)[O-])o1	i	44	.
CCOC(=O)N1C2=NC(C(=O)OC)=C(C(=O)OC)[C@@H]3N(Cc4ccccc4)c4ccccc4[C@]23C[C@H]1C(=O)OC	i	35	.
Cc1ccc(COc2ccc(-c3nnco3)cc2)cc1	i	39	.
O=C(CNC(=O)c1ccc(OC(F)F)cc1)Nc1cccc(S(=O)(=O)N2CCCC2)c1	i	40	.
CC1(OC(=O)c2ccc(Cl)nc2)C(=O)C=C2C=C(C3CC3)OC=C2C1=O (centres undefined)	i	32	.
Cc1c(N=c2c(=O)c3ccccc3c2=O)c(=O)n(-c2ccccc2)n1C	i	58	.
Cc1cc(C)cc(N(CCC#N)C(=O)COC(=O)c2nc3nc(C)cc(C)n3n2)c1	i	30	.
O=C(CN1C(=O)c2ccc([N+](=O)[O-])cc2C1=O)Nc1cc(S(=O)(=O)N2CCOCC2)ccc1Cl	i	43	.
Cc1ccc2c(c1)-n1c(nc3ccc(C)cc3c1=O)C(Cc1ccc(O)cc1)NC2=O (centres undefined)	i	21	.
CCCCC1CCC(C(=O)N(CC(C)C)c2c(N)n(Cc3ccccc3)c(=O)[nH]c2=O)CC1 (centres undefined)	i	34	.
O=C1NC(Cc2ccc(O)cc2)c2nc3cc(F)ccc3c(=O)n2-c2cc(Cl)ccc21 (centres undefined)	i	15	.
CC1=C(C(=O)OCc2ccccc2)C(c2ccccc2OS(=O)(=O)c2ccc(C)cc2)NC(=O)N1CCCC(=O)O (centres undefined)	i	50	.
Cc1ccc2c(c1)-n1c(nc3ccc(Cl)cc3c1=O)C(CC(C)C)NC2=O (centres undefined)	i	7	.
CC(OC(=O)CCN=C1NS(=O)(=O)c2ccccc21)C(=O)c1ccccc1 (centres undefined)	i	55	.
Cc1cc(NC(=O)C(C)SCC(=O)Nc2nnc(CC(C)C)s2)no1 (centres undefined)	i	40	.
Cc1n[nH]c(=O)c2c(NC(=O)COC(=O)c3ncc(Cl)c(Cl)c3Cl)oc(C)c12	i	34	.
CCN(CC(=O)Nc1ccccc1C(F)(F)F)C(=O)c1oc2c(Cl)cccc2c1C	i	52	.
CC1Oc2cc3oc4c(O)c5c(cc4c(=O)c3c(O)c2C1(C)C)C=CC(C)(C)O5 (centres undefined)	i	29	.
COc1ccc(COC(=O)CCS(=O)(=O)c2ccc(C)cc2)cc1F	i	39	.
CCCn1c(NC(=O)c2ccc([N+](=O)[O-])o2)nc2ccccc21	i	50	.
Nc1nnc(SCC(=O)NCCNC(=O)CSc2nnc(N)s2)s1	i	28	.
COc1ccc(NC(=O)CSc2nc(=O)n(CCN3CCOCC3)c3c2CCCC3)c(OC)c1	i	28	.
CN(C)CCc1c[nH]c2ccc(C[C@H]3COC(=O)N3)cc12	i	35	.
O=c1[nH]c2ccccc2nc1-c1c[nH]c2ccccc12	i	29	.
CC1(OC(=O)c2ccc(Cl)nc2)C(=O)C=C2C=C(c3ccsc3)OC=C2C1=O (centres undefined)	i	47	.
CCOC(=O)[C@H]1[C@H]2COc3cc(OC)ccc3[C@@H]2N2C(=O)[C@@H](CO)NC(=O)[C@@]12C	i	27	.
CCN(Cc1ccccc1)C(=O)c1ccc2c(=O)n3c(nc2c1)CCC3	i	44	.
COc1ccc2nc3n(c(=O)c2c1)-c1cc(C)ccc1C(=O)NC3Cc1ccc(O)cc1 (centres undefined)	i	9	.
CC(OC(=O)CCN=C1NS(=O)(=O)c2ccccc21)C(=O)Nc1ccc(N(C)C)cc1 (centres undefined)	i	34	.
CCC(C)Sc1ccc(-c2nc3ccc(C)cn3c2NC2CCCCC2)cc1 (centres undefined)	i	15	.
COC(=O)C1=C(C(=O)OC)[C@@H]2N(C)c3ccc(OC)cc3[C@@]23C[C@@H](C(=O)OC)N(C(=O)NCCBr)C3=N1	i	46	.
COc1ccc2c(c1)CCNC2Cc1ccc(OC)c(O)c1 (centres undefined)	i	32	.
COc1cccc(-c2csc3ncnc(Sc4nnnn4C)c23)c1	i	8	.
O=S(=O)(O)Oc1c[nH]c2ccccc12	i	50	.
CCN(CC(=O)NCc1cccs1)C(=O)c1cccc(S(=O)(=O)NCc2ccccc2)c1	i	48	.
COCCn1ccc2c(OCC(=O)NCCc3ccc(OC)c(OC)c3)cccc2c1=O	i	34	.
O=C(NN1C(=O)/C(=C/c2cc([N+](=O)[O-])ccc2O)SC1=S)c1ccccc1O	i	42	.
O=C(CCNC(=O)c1ccc(Br)cc1)Nc1cccc(S(=O)(=O)N2CCCCC2)c1	i	38	.
CC1(OC(=O)c2ccco2)C(=O)C=C2C=C(c3ccc(C#N)cc3)OC=C2C1=O (centres undefined)	i	20	.
O=C(CCc1ccccc1)Oc1ccccc1[N+](=O)[O-]	i	58	.
C#CCOCCOCCOCCNc1nc(N2CCN(C(=O)CCCCCCCCCCNC(=O)[C@H]([C@@H](C)CC)n3cc(CCCCN=C(N)N)nn3)CC2)nc(N2CCN(C(=O)CCCCCCCCCCNC(=O)[C@H]([C@@H](C)CC)n3cc(CCCCN=C(N)N)nn3)CC2)n1	i	28	.
COC(C/C=C\C(=O)[C@@H](C)OCc1ccccc1)OC	i	34	.
COc1ccc(-c2c(-c3cc(OC)c(OC)c(OC)c3)noc2C)cn1	i	100	.
COc1ccc([C@@H]2C[C@@H](c3ccccc3)Oc3c(C)ccc(C(C)C)c32)cc1	i	43	.

Three entries from above, ordered by heavy-atom count, falling:
SMILES	T cell modulator	T cell modulator vesicle-bound %	Hep lipid drop	others
O=C(CCNC(=O)c1ccc(Br)cc1)Nc1cccc(S(=O)(=O)N2CCCCC2)c1	i	38	.
CC1(OC(=O)c2ccc(Cl)nc2)C(=O)C=C2C=C(c3ccsc3)OC=C2C1=O (centres undefined)	i	47	.
COc1ccc2c(c1)CCNC2Cc1ccc(OC)c(O)c1 (centres undefined)	i	32	.

Following part
SMILES	T cell modulator	T cell modulator vesicle-bound %	Hep lipid drop	others
O=C(OCc1ccccc1F)c1cc([N+](=O)[O-])ccc1N1CCOCC1	i	46	.
CSCCC(NC(=O)c1ccccc1Cl)C(=O)Nc1cccc(S(=O)(=O)N2CCCC2)c1 (centres undefined)	i	56	.
O=C(Nc1cccc(S(=O)(=O)NC2=NCCC2)c1)c1c(F)cccc1Cl	i	38	.
CC(OC(=O)c1cc(=O)[nH]c2ccccc12)C(=O)Nc1ccccc1F (centres undefined)	i	43	.
C/C=C/C(O)c1ccc2ccccc2c1 (centres undefined)	i	57	.
C#CCN(Cc1ccccc1)S(=O)(=O)C=C	i	30	.
C/C(=C\c1ccccc1)C1Nc2cccc3cccc(c23)N1	i	56	.
CC(=O)Nc1ccc(N2C(=O)CC(Sc3nc(C)cc(C)n3)C2=O)cc1 (centres undefined)	i	55	.

This is a subset, so the mix of outcomes need not match the whole.
